# Screens: PubChem BioAssay, The Scripps Research Institute Molecular Screening Center
# TDP2 absorb = TDP2 (human) inhibition, absorbance primary screen | recombinant TDP2, T5PNP hydrolysis, p-nitrophenol absorbance 415 nm | inhibition, % at 12.8 µM | 0.34% of 370,000 active | AID 720702;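 active = inhibition above the mean of all tested compounds plus 3 SD, set per campaign, cut at about 25% in these data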;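 also: 0% = DMSO with enzyme and 100% = buffer with substrate but no TDP2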
#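 Assay system: Recombinant human TDP2 | Quantity: 120 nM TDP2 per well | Incubation: 2 h at 37 °C | Signal: Epi absorbance | Evaluation: Percent inhibition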
# PLC-gamma1 inh = blocks human PLC-gamma1 enzyme activity; purified PLC-gamma1, fluorogenic substrate, fluorescence; AID 720700; inhibition, % at 12.2 µM; 0.84% of 370,000 active; P19174; in the data active = inhibition above about 9.5%
# ASAP1 inh = blocks human ASAP1-stimulated Arf1 GTP hydrolysis. Q9ULH1. GDP FP detection. inhibition, % at 16.5 µM. 0.19% of 360,000 active; in the data active = inhibition above about 25%;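 also: 0% = vehicle with enzyme and substrate and 100% = no enzyme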
# Target sequence (Q9ULH1 325-724 limits assumed): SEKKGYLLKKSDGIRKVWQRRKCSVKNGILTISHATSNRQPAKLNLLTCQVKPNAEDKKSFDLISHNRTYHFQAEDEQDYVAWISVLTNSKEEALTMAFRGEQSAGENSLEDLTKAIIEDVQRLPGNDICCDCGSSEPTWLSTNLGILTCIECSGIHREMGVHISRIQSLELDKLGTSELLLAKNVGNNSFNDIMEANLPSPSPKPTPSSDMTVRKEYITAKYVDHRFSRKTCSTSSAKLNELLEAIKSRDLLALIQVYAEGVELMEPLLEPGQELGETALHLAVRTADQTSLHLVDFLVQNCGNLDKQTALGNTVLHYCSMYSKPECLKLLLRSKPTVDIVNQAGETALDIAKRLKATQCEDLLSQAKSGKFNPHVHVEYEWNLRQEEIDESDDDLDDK
# PLC-beta3 inh = blocks human PLC-beta3 enzyme activity; AID 720704; Purified PLC-beta3, fluorogenic substrate, fluorescence; 0.18% of 370,000 active; Q01970; inhibition, % at 12.2 µM; in the data active = inhibition above about 11%;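 also: 0% = median of compound wells on plate and 100% = full blocker control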
# Tn7 DDE FP = inhibitors of Tn7 peptide binding to human fibrin DD(E); P02675; FP displacement of FITC-Tn7 peptide from fibrin DD(E); 0% = median of compound wells per plate; inhibition, % at 8.3 µM; 0.13% of 370,000 active; AID 720508;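 active = inhibition above the mean of compounds falling within the control limits plus 3 SD of them, cut at about 14% in these data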;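 also: 0% = plate median of compound wells and 100% = 10 µM Aha-Tn7 peptide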
# Target sequence (P02675 whole entry, looked up): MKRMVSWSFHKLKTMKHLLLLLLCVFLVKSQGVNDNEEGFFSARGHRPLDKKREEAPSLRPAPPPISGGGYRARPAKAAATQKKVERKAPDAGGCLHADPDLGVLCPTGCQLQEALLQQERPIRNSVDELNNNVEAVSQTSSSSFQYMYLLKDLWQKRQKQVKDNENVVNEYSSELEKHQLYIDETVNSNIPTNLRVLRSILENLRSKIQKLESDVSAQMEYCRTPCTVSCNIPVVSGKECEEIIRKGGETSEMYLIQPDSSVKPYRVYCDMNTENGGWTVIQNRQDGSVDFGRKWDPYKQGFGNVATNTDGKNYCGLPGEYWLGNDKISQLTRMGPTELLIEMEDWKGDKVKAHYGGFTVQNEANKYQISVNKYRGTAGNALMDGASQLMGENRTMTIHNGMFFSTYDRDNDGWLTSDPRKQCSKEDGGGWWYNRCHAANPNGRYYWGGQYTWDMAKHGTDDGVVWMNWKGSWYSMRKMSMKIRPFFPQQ
#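 assay system = human clot-derived fibrin DD(E) complex | quantity = Fibrin-DD(E) at 2 µM final | timing = 10 min preincubation, 3 h with tracer, room temperature | signal = fluorescence polarization | measure = percent inhibition | benchmarks = high control wells with 10 µM unlabelled Aha-Tn7 peptide (full inhibition) | replicates = singlicate testing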
# ARFGAP1 inh = rat ARFGAP1 inhibition. AID 651572. inhibition, % at 16.5 µM. 0.26% of 360,000 active. Arfgap1-stimulated ARF1 GTP hydrolysis, GDP FP detection;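 active = inhibition above a per-plate limit, mean inhibition of low control wells plus 3 SD, cut at about 25% in these data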;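 also: 0% = DMSO wells with enzyme and 100% = wells lacking Arfgap1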
#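 System: truncated rat Arfgap1 GAP domain / Benchmarks: high control wells lacking Arfgap1, low control full reaction with DMSO / Times: compound-enzyme preincubation 20 min, reaction 120 min, detection 60 min, 25 °C / Repeats: one replicate per compound / Also added: human ARF1(Δ1-17)-GTP substrate / Measured by: Tracer-displacement fluorescence polarization with EDTA stop, 620/688 nm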
# SIAE primary = blocks human sialic acid acetylesterase; Q9HAT2; SIAE FP-Rh probe binding, fluorescence polarization; inhibition, % at 9.66 µM; 0.69% of 370,000 active; AID 1053197;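 active = inhibition above a cutoff: mean of compounds within the control limits plus 3 SD of those, cut at about 17% in these data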;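 also: 0% = plate median of compound wells and 100% = probe without SIAE protein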
# DDE Tn6 FP inh = disrupts Tn6 cyclic peptide binding to fibrin D-Dimer-E complex. inhibition, % at 8.3 µM. 0.21% of 370,000 active. Fibrin DD(E) TRITC-Tn6 fluorescence polarization displacement;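 active = inhibition above a per-campaign cutoff: mean of compounds within control limits plus 3 SD, cut at about 15% in these data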;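 also: 0% = median of all compound wells on the plate and 100% = blocking peptide control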
# ADAM10 inh = ADAM10 inhibition, QFRET primary screen. O14672. recombinant ADAM10, EDANS/DABCYL FRET peptide cleavage, 3 h. inhibition, % at 7 µM. 0.62% of 370,000 active. AID 720582;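 active = inhibition above a per-campaign cutoff equal to the mean of compounds falling between control-based bounds plus 3 SD, cut at about 20% in these data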;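 also: 0% = DMSO wells while the 100% control is not disclosed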
# ADAM17 inh = inhibitors of human ADAM17; P78536; recombinant ADAM17, EDANS/DABCYL FRET peptide cleavage; inhibition, % at 6.95 µM; 0.83% of 370,000 active;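 active = inhibition above the mean of compounds lying between control limits plus 3 SD, set per campaign, cut at about 8.5% in these data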;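 also: 0% = DMSO-only wells as the low control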
# Active calls of the source: *.
SMILES,TDP2 absorb,PLC-gamma1 inh,ASAP1 inh,PLC-beta3 inh,Tn7 DDE FP,ARFGAP1 inh,SIAE primary,DDE Tn6 FP inh,ADAM10 inh,ADAM17 inh
C/C(=N\NC(=O)OC(C)(C)C)c1ccc(-n2ccnc2)cc1,-12,0,-5,1,5,7,0,-2,-1,-7
N/C(=N\OC(=O)c1ccccc1Cl)c1ccccc1,-9,3,7,0,4,-9,-4,0,7,0
CC(=O)Nc1ccc(C(=O)OCC(=O)NCc2ccc3c(c2)OCO3)cc1,-18,3,16,7,2,9,-2,0,1,5
COc1cc(NS(=O)(=O)c2ccc(N/C=C(\C=O)c3nc4cc(Cl)ccc4o3)cc2)nc(OC)n1,-7,-21,-3,-30,3,4,-29,3,-15,-3
CCCCNC(=O)C1(C)CCC(=O)N1CCCn1ccnc1 (configuration not stated),-8,1,-5,4,-4,-3,1,3,-10,1
C=CCN1C(=O)C(Cc2ccc(F)cc2)S/C1=N/N=C/c1ccco1 (configuration not stated),-7,2,-3,2,1,4,-6,1,9,2
Cc1ccccc1S(=O)(=O)N(C)C[C@@H]1OCc2cnnn2CCCC(=O)N([C@@H](C)CO)C[C@@H]1C,3,1,-13,-20,13,-2,3,5,7,2
COc1ccccc1C(=O)N1CCN(C(=O)[C@H]2O[C@@H](n3ccc(=O)[nH]c3=O)[C@H](O)[C@@H]2O)CC1,-8,3,11,3,-8,1,5,1,-10,0
COc1ccc(N/C=C/C(=O)c2ccc(Cl)cc2)cc1,2,-37,4,-37,-8,-2,12,-10,-6,3
CN(C)c1ccc(-c2ccc([C@H]3[C@@H]4C=CCC[C@@]4(C)C(=O)N3Cc3ccccc3)c(F)c2)cc1,-1,-14,11,-18,8,-7,10,-3,-134,-31
COc1cccc(OCCOCC(O)CN2CCN(Cc3ccc(Cl)cc3)CC2)c1 (configuration not stated),-11,1,-6,3,6,-4,-1,5,-2,-1
CN(C(=S)NCCN1CCOCC1)C(c1ccccc1)c1ccccc1,6,3,9,1,-2,1,5,-1,-9,2
CCc1nnc(NC(=O)c2ccc(S(=O)(=O)N(C)c3ccccc3)cc2)o1,1,4,-5,1,1,1,-3,-3,12,3
N#CCSc1nc2cc(C(=O)N3CCCC3)ccc2c(=O)n1Cc1ccccc1,6,-1,4,-1,9,-15,0,6,5,0
O=C1COc2ccc(S(=O)(=O)N3CCN(c4ccccc4F)CC3)cc2N1,5,4,-10,-4,5,5,4,-5,0,-2
Cn1c(SCC(=O)NNC(=O)Cc2ccccc2)nc2ccccc2c1=O,8,-1,4,4,1,-17,-1,4,-1,-2
Cc1cc(C)c2cccc(NC(=S)NC(=O)c3ccccc3)c2n1,-18,-17,6,-33,-6,7,-15,-6,-28,-10
Cc1ccc(C)c(N2CCN(CCCNC(=O)CCn3c(=O)c4cccn4c4cccnc43)CC2)c1,14,-3,0,-4,0,10,3,3,-7,0
Cc1ccc(NC(=S)NNC(C)(C)C)cc1,13,-1,-5,-5,-1,4,10,10,0,-2
O=c1n(-c2ccc(Br)cc2)cnn1-c1ncccc1[N+](=O)[O-],0,2,2,0,-1,11,-1,-4,3,3
Cc1ccc(C(=O)c2cc3ccccc3o2)cc1C,1,1,7,0,-3,6,0,-1,-1,-4
FC(F)(F)c1cccc(-c2nc(COc3ccc(Cl)cc3Cl)no2)c1,2,2,0,-1,2,16,-11,-4,-7,-2
COC1c2ccccc2C(=O)N1CCc1ccc(Cl)cc1 (configuration not stated),7,1,2,-5,4,-12,3,3,-3,-4
Cc1c(NC(=O)COC(=O)C23CC4CC(CC(Br)(C4)C2)C3)c(=O)n(-c2ccccc2)n1C,-4,-2,-10,-7,4,-7,7,8,4,-4
CCOc1ccc(/C=N/NC(=O)CSc2n[nH]c(=O)[nH]c2=O)cc1OC,10,1,1,1,10,-6,2,-1,-1,-3
O=C(O)C1=CCCc2ccc(F)cc21,5,1,5,-4,-2,6,-2,-3,-14,-5
COc1ccc(OC)c(CN2C(=O)CN(S(C)(=O)=O)CC2(C)C(=O)NCc2ccccc2)c1 (configuration not stated),4,-2,4,2,-3,-1,-1,-1,-7,-4
O=C(COc1ccc(Br)cc1)N1CCc2ccccc21,-3,2,-9,-4,-2,14,-1,2,-10,1
Cc1ccc(NC(=O)C2Cc3ccccc3CN2C(=O)c2ccccc2)cc1Cl (configuration not stated),6,3,11,1,-5,11,-6,-3,16,7
CC(=O)NC(c1ccc(F)c(F)c1)c1nc(-c2ccccc2)cs1 (configuration not stated),-4,-1,-15,-7,11,-2,5,-3,-199,-1
O=C(CCSc1ccccc1)NC(=O)COC(=O)c1ccc(OC(F)F)cc1,-1,-4,4,-3,5,-10,-10,4,1,-2
CC(=O)c1ccc(N2CCN(c3ncccn3)CC2)cc1,0,-15,10,-25,0,12,6,-1,-8,-6
COc1cccc(-c2nnc(SCc3ccccn3)n2C)c1,8,0,-15,-7,2,3,0,-6,4,-6
Cc1cccc(N2C(N)=NC(N)=NC23CCCCC3)c1,1,2,5,-2,6,2,-7,4,9,0
Cc1nc(N2CCN(S(=O)(=O)c3cccc4nonc34)CC2)c2c3c(sc2n1)CCCC3,10,-2,-10,-4,-2,-12,3,-2,-6,-5
COc1ccc(Cl)cc1NC(=S)N1CCN(C(=O)C2CCCO2)CC1 (configuration not stated),4,-4,4,-7,0,-3,3,9,-7,-4
O=C(/C=C/c1ccccc1)N1CCC(N2CCC(C(=O)N3CCOCC3)CC2)CC1,-3,1,6,1,1,3,4,1,0,6
COc1ccc(C(=O)OC(C)C(=O)NCC2CCCCC2)cc1S(=O)(=O)N1CCOCC1 (configuration not stated),-2,3,-9,-2,0,-15,-8,5,0,-1
CN(C)c1ccc(C2=NOC(CN3C(=O)c4ccccc4S3(=O)=O)C2)cc1 (configuration not stated),-4,-6,-3,-11,-2,6,2,-2,4,-4
COc1ccc(OC)c(S(=O)(=O)N2CCC(C(=O)NC3CCCC3)CC2)c1,-7,0,8,-8,2,2,5,3,5,-4
CSc1cc(-c2ccc(Cl)cc2)c(C(=O)NN)s1,4,-4,-4,-5,5,8,2,-9,-5,-6
N#Cc1cnn(-c2ncnc3sc(-c4ccccc4)cc23)c1N,9,4,6,-5,-7,12,8,-3,0,-3
COc1ccc(/C=C/C(=O)Oc2ccc(C=O)cc2OC)cc1,2,1,0,-9,0,2,-6,-13,-3,-5
CC[C@@H](C)C(NC(=O)OC(C)(C)C)c1cn([C@@H](Cc2cc3ccccc3[nH]2)C(=O)N2CCN(C(=O)OC(C)(C)C)CC2)nn1 (some centres not stated),-9,-4,-6,-3,-1,-3,2,1,14,6
O=C(c1cccs1)N1CCN(Cc2ccccn2)CC1,17,9,-3,1,-5,-12,-9,-9,-5,1
O=C(CSCc1ccc(Br)cc1)Nc1ccccc1C(=O)N1CCOCC1,-2,3,-10,-5,-1,10,-2,0,0,-1
CSCC[C@H](NC(=O)c1cc2c([nH]c3ccccc32)c(-c2ccccc2)n1)C(=O)O,15,-74,2,-104,2,1,-17,-23,-386,-159
O=C1CC[C@@H](O)CCN1CC[C@H](Sc1ccccc1)c1ccccc1,-10,6,9,4,-9,-4,-3,-4,4,2
O=C(c1ccco1)N1N=C2CCCCCC2C1(O)C(F)(F)F (configuration not stated),4,2,-7,0,6,10,1,-2,3,1
O=C(COc1coc(CN2CCN(c3ccccc3)CC2)cc1=O)NC1CCCCC1,-7,4,1,3,-7,13,-7,-1,-8,-1
O=C(NCc1ccco1)c1nn(-c2ccccc2)c(=O)c2ccccc12,2,4,-6,4,4,10,-2,-2,18,0
COc1ccc(C(=O)Nc2ccccc2N2CCCC2)cc1S(=O)(=O)N1CCOCC1,-2,-12,21,-15,0,-2,0,10,-1,2

# Structural class: the compounds so far with a COOH group (2)
SMILES,TDP2 absorb,PLC-gamma1 inh,ASAP1 inh,PLC-beta3 inh,Tn7 DDE FP,ARFGAP1 inh,SIAE primary,DDE Tn6 FP inh,ADAM10 inh,ADAM17 inh
O=C(O)C1=CCCc2ccc(F)cc21,5,1,5,-4,-2,6,-2,-3,-14,-5
CSCC[C@H](NC(=O)c1cc2c([nH]c3ccccc32)c(-c2ccccc2)n1)C(=O)O,15,-74,2,-104,2,1,-17,-23,-386,-159

# Structural class, the compounds so far with an aryl thioether with sulfur outside any ring
SMILES,TDP2 absorb,PLC-gamma1 inh,ASAP1 inh,PLC-beta3 inh,Tn7 DDE FP,ARFGAP1 inh,SIAE primary,DDE Tn6 FP inh,ADAM10 inh,ADAM17 inh
N#CCSc1nc2cc(C(=O)N3CCCC3)ccc2c(=O)n1Cc1ccccc1,6,-1,4,-1,9,-15,0,6,5,0
Cn1c(SCC(=O)NNC(=O)Cc2ccccc2)nc2ccccc2c1=O,8,-1,4,4,1,-17,-1,4,-1,-2
CCOc1ccc(/C=N/NC(=O)CSc2n[nH]c(=O)[nH]c2=O)cc1OC,10,1,1,1,10,-6,2,-1,-1,-3
O=C(CCSc1ccccc1)NC(=O)COC(=O)c1ccc(OC(F)F)cc1,-1,-4,4,-3,5,-10,-10,4,1,-2
COc1cccc(-c2nnc(SCc3ccccn3)n2C)c1,8,0,-15,-7,2,3,0,-6,4,-6
CSc1cc(-c2ccc(Cl)cc2)c(C(=O)NN)s1,4,-4,-4,-5,5,8,2,-9,-5,-6
O=C1CC[C@@H](O)CCN1CC[C@H](Sc1ccccc1)c1ccccc1,-10,6,9,4,-9,-4,-3,-4,4,2
